D1 agonist = Allosteric Agonists of the Human D1 Dopamine Receptor: qHTS; actives 1% (n = 360,000); D(1A) dopamine receptor (Homo sapiens), P21728; HEK293 T-REx D1 cells, calcium flux, agonist mode; activation, % at 2 µM; note: 0% is about no effect
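Inducible HEK293 T-REx D1 cells, force-coupled to calcium signalling, were plated at 4000 cells/well with tetracycline and held overnight at 30 C. After no-wash calcium dye loading, compound-evoked calcium rise over 180 s flagged agonists.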
D1 PAM = Potentiators of Human D1 Dopamine Receptor: qHTS | potentiation, % at 10 µM | actives 0.036% (n = 360,000) | HEK293 TREx D1 cells, calcium flux, dopamine EC20 potentiation | AID 504651, 2011 | D(1A) dopamine receptor (Homo sapiens), P21728; in the data active = potentiation above about 30%; note: 0% is about no effect
RXFP1 antag = qHTS Assay for Antagonists of the Relaxin Receptor RXFP1; HEK293-RXFP1, relaxin-stimulated cAMP HTRF, 30 min; hits give low values; actives 0.59% (n = 350,000); activity change, negative = inhibition, % at 57.5 µM;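 active = activity change of -60% or lower, but not beyond a set lower limit; inconclusive = change between -60% and -40%, or beyond the set limit; inactive = change above -40%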; note: % is set by controls: 0 for no effect and ±100 for the full control effect
D2 antag = HTS Assay for Allosteric Antagonists of the Human D2 Dopamine Receptor: Primary Screen for Antagonists. D(2) dopamine receptor (Homo sapiens), P14416. HEK293 TREx D2 cells, calcium flux, dopamine EC80. inhibition, % at 10 µM. actives 2% (n = 340,000). AID 485344, 2010; in the data active = inhibition above about 30%; note: 0% is about no effect
Target sequence (P14416 whole entry, looked up): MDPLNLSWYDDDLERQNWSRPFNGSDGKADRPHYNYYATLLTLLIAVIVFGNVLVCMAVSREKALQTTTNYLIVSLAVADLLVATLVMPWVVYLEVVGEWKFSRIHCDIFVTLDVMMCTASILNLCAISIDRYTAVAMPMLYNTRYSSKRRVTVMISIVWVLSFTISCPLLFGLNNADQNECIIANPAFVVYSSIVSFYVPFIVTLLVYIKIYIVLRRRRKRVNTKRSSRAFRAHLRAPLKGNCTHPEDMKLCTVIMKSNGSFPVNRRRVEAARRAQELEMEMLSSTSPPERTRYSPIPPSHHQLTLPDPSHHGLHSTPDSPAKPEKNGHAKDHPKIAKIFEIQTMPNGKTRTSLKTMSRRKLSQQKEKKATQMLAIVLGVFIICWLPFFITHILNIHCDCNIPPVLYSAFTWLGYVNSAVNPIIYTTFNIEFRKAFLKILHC
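Calcium mobilization kinetics were recorded at 1 s intervals in tetracycline-induced HEK293 T-REx D2 cells, first for 180 s after compound addition and then 180 s after EC80 dopamine.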
D2 PAM = HTS Assay for Positive Allosteric Modulators of the Human D2 Dopamine Receptor: Primary Screen for Potentiators; HEK293 T-REx D2, calcium flux, EC20 dopamine potentiation; potentiation, % at 10 µM; actives 0.34% (n = 340,000); AID 485347, 2010;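 active = potentiation over 3 SD above the plate norm, cut at about 30% in these data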; note: 0% is about no effect
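Tetracycline-induced HEK293 T-REx cells force-coupled to calcium signalling expressed D2; compounds were pin-added after a 10 s baseline, read kinetically 180 s, then an EC20 dopamine challenge followed with a further 180 s calcium read.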
TRHR agonist = qHTS for Small Molecule Agonists and Allosteric Enhancers of Human TRH Receptor: Primary Screen for Agonists; Thyrotropin-releasing hormone receptor (Homo sapiens), P34981; TRHR cells, calcium flux fluo-8, FDSS agonist mode; activation, % at 2 µM; actives 0.18% (n = 360,000); AID 493084, 2011; note: 0% is about no effect
Target sequence (P34981 whole entry, looked up): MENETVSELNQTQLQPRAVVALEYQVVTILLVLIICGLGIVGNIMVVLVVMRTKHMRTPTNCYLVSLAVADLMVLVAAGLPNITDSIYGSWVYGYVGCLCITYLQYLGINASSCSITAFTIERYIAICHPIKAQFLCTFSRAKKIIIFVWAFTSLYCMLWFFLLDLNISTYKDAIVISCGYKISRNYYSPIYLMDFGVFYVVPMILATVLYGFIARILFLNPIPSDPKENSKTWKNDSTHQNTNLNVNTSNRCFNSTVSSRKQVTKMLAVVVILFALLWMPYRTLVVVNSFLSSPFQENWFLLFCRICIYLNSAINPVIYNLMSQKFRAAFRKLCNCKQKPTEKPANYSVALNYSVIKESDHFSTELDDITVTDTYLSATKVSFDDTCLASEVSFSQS
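Fluo-8-loaded TRHR cells; 10 s baseline, compound added, kinetic Ca2+ fluorescence read 1/s, agonist mode.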
D1 antag = Antagonist of Human D 1 Dopamine Receptor: qHTS; actives 3.2% (n = 360,000); activity change, negative = inhibition, % at 10 µM; D(1A) dopamine receptor (Homo sapiens), P21728; HEK293 TREx D1 cells, calcium flux, dopamine EC80; hits give low values; AID 504652, 2011; in the data active = activity change below about -30%; note: % is set by controls: 0 for no effect and ±100 for the full control effect
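Allosteric or orthosteric antagonism assessed as attenuation of the calcium response to EC80 dopamine, added 180 s after compound, in induced HEK293 Trex D1 cells loaded with no-wash calcium dye.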
TRHR PAM = qHTS for Small Molecule Agonists and Allosteric Enhancers of Human TRH Receptor: Primary Screen for Enhancers | enhancement, % at 2 µM | TRHR cells, fluo-8 calcium fluorescence, EC20 TRH enhancement | AID 493056, 2011 | actives 0.66% (n = 360,000) | Thyrotropin-releasing hormone receptor (Homo sapiens), P34981; in the data active = enhancement above about 30%; note: 0% is about no effect
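TRHR-expressing cells loaded with fluo-8 calcium dye were read kinetically (ex 480/em 530) during compound addition, then stimulated with an EC20 of TRH (10 nM final). Enhancement of the Gq-mediated intracellular calcium response was scored.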
D2 agonist = HTS Assay for Allosteric Agonists of the Human D2 Dopamine Receptor: Primary Screen for Agonists | activation, % at 2 µM | HEK293 T-REx D2 cells, calcium flux agonist mode | AID 485358, 2010 | actives 0.53% (n = 340,000) | D(2) dopamine receptor (Homo sapiens), P14416;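 active = activation over 3 SD above normal in the single-dose calcium agonist read, cut at about 30% in these data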; note: 0% is about no effect
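Tetracycline-induced HEK293 Trex cells with D2 receptor force-coupled to calcium signaling, plated overnight at 30 C and loaded with no-wash calcium dye. Calcium flux read kinetically for 180 s after compound addition; responses flag agonists.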
The depositor's hits bear a star; ? = inconclusive; nt = no result given; & = joins results of further samples. Cut-off read from the data, not from the text of the source, unless noted: active = activation above about 30%; inactive = the rest.

SMILES | D1 agonist | D1 PAM | RXFP1 antag | D2 antag | D2 PAM | TRHR agonist | D1 antag | TRHR PAM | D2 agonist
N#Cc1ccc(C(=O)Nc2nc3ccccc3[nH]2)cc1 | 3.3 | -1.6 | -1.6 | 5.3 | -2.3 | 0.3 | -9.5 | 6.5 | 0.4
CCCCOc1ccc(C(=O)OC(C)CN(C)C)cc1 (stereo not drawn) | 2.0 | -3.6 | 11.5 | -7.2 | 1.7 | -0.4 | 7.9 | 5.8 | 0.8
NS(=O)(=O)c1ccc(NC(=S)N2CCC(Cc3ccccc3)CC2)cc1 | 4.3 | -5.9 | -14.0 | 9.9 | 1.5 | 0.0 | -1.8 | 0.2 | -0.2
CC(=O)Nc1ccc(N=NC2C(=O)N(C(N)=S)N=C2C)cc1 (stereo not drawn) | 2.5 | -2.5 | 5.9 | 15.8 | 7.1 | -0.3 | 0.1 | -5.1 | 0.3
COc1ccccc1NC(=O)Cn1nnc(C(=O)NCCc2ccccc2)c1N | 2.1 | -3.5 | ? | -31.1 | 0.5 | -0.7 | -6.1 | 2.6 | -0.1
CCCC(=O)Nc1nc(C)c(-c2csc(Nc3ccccc3OC)n2)s1 | 1.1 | -9.3 | nt | 4.2 | 3.5 | 0.1 | 16.0 | -4.0 | 0.2
CCCCCN(C(=O)CCC(=O)OCC(=O)N(C)C1CCCCC1)c1c(N)n(CCCC)c(=O)[nH]c1=O | 5.9 | -2.9 | -4.5 | -19.0 | -6.7 | 0.5 | 8.2 | 6.0 | -0.4
COC(=O)Nc1nnc(-c2ccccc2Cl)s1 | 2.0 | -5.3 | -9.3 | -11.9 | -3.1 | 1.8 | -3.5 | 4.0 | 2.2
C#CCOc1ccccc1/C=N/NC(=O)c1ccccc1OCc1ccccc1 | 5.2 | -1.6 | 0.5 | -6.9 | 5.5 | 0.2 | -1.5 | -4.8 | 0.6
Cc1c(NC(=O)COc2cccc3c2OC(C)(C)C3)c(=O)n(-c2ccccc2)n1C | 3.9 | -4.8 | -0.3 | -2.5 | 0.2 | -0.1 | 7.8 | 2.9 | -0.2
C/C(=N\NC(=O)c1cc2c(s1)CCC(C)C2)c1cccnc1 (stereo not drawn) | 0.7 | -5.9 | 4.0 | -15.2 | -5.8 | -0.5 | -1.8 | 4.4 | -1.0
CCN(CC)c1ccc(/C=C(/C#N)C(=O)NCc2ccccc2)o1 | 152.0* | -0.5 | 3.3 | 9.8 | -15.7 | 58.7* | -6.0 | 8.3 | 42.6*

Complete entries, quoted from the list:
Results for CCN(CC)c1ccc(/C=C(/C#N)C(=O)NCc2ccccc2)o1 → D1 agonist: 152.0*; D1 PAM: -0.5; RXFP1 antag: 3.3; D2 antag: 9.8; D2 PAM: -15.7; TRHR agonist: 58.7*; D1 antag: -6.0; TRHR PAM: 8.3; D2 agonist: 42.6*
Results for N#Cc1ccc(C(=O)Nc2nc3ccccc3[nH]2)cc1 → D1 agonist: 3.3; D1 PAM: -1.6; RXFP1 antag: -1.6; D2 antag: 5.3; D2 PAM: -2.3; TRHR agonist: 0.3; D1 antag: -9.5; TRHR PAM: 6.5; D2 agonist: 0.4

Other results
SMILES | D1 agonist | D1 PAM | RXFP1 antag | D2 antag | D2 PAM | TRHR agonist | D1 antag | TRHR PAM | D2 agonist
CSCCC1NC2(C(=O)Nc3c2ccc(Cl)c3C)[C@@H]2C(=O)N(C3CCCC3)C(=O)[C@H]12 (stereo partly drawn) | -0.1 | -2.3 | -1.6 | nt | nt | -0.1 | 1.6 | 12.5 | nt
COc1ccc(Nc2nc3cc(C)ccc3cc2C#N)c(OC)c1 | -0.4 | -2.6 | 3.0 | -12.5 | 12.8 | 0.4 | 4.2 | -0.8 | -0.5
Cc1noc(C)c1C(=O)Nc1sc2c(c1C(N)=O)CCCCC2 | 3.8 | -1.8 | -20.8 | -11.3 | -0.1 | 0.6 | -6.9 | 3.8 | -0.1
COc1cc(OC)cc(-c2c(-c3cccs3)c3cc(-c4ccc(OC)nc4)ccc3n2C)c1 | 1.7 | -4.5 | nt | 0.8 | 16.9 | 0.3 | nt | -1.9 | -0.1
CN(C)CCN1C(=O)NC(C)(c2ccc([N+](=O)[O-])cc2)C1=O (stereo not drawn) | 4.7 | -1.6 | -7.9 | -0.5 | -1.6 | 0.3 | 0.4 | -0.4 | 0.7
COc1ccc(F)cc1C(=O)C1CCCN(C(=O)c2ocnc2C)C1 (stereo not drawn) | 1.2 | -1.4 | 7.1 | 15.4 | -0.2 | -1.0 | -31.9* | 2.1 | -0.5
OCCN(Cc1ccccc1)CC(O)COc1ccc2c(c1)OCO2 (stereo not drawn) | 1.9 | -9.4 | -0.1 | 3.9 | 11.3 | 0.3 | -0.9 | -1.2 | 0.3
COc1ccc(CNC(=O)CCCN2C(=O)c3cccnc3Oc3ccc(Cl)cc32)cc1 | -0.1 | -1.9 | -17.2 | nt | 2.8 | -0.7 | -7.7 | 1.6 | -1.0
NC(=O)CSc1nnc(COc2ccccc2)n1CCc1ccccc1 | 0.8 | 0.9 | 10.9 | nt | nt | 0.0 | 1.2 | -1.3 | nt
Cc1ccccc1OC(C)C(=O)Nc1ccc(S(=O)(=O)Nc2nccs2)cc1 (stereo not drawn) | 1.4 | -20.5 | -12.8 | -22.9 | 7.8 | 1.2 | 8.4 | -2.0 | 0.8
CC1CCN(S(=O)(=O)c2ccc(NC(=O)c3ccncc3)cc2)CC1 | 13.0 | -0.6 | 1.5 | -9.3 | -3.0 | -0.2 | -2.1 | -8.4 | 0.7
CCn1nc(C)c(NC(=O)CCSc2nc(-c3ccco3)cc(C(F)(F)F)n2)c1C | 12.2 | -7.5 | -13.6 | 11.8 | 31.3* | -1.3 | -8.1 | 14.3 | 0.4
CCOc1ccccc1CN1CCN(Cc2nc3c(s2)CCCC3)CC1CCO (stereo not drawn) | 5.2 | -0.8 | 1.2 | -7.5 | -9.9 | -0.3 | 1.3 | 0.9 | -0.4
COc1ccc(C(=O)COC(=O)c2cc(-c3cccs3)nc3ccccc23)cc1 | 9.3 | 0.7 | nt | nt | -14.0 | 1.0 | -2.5 | -3.0 | 2.6
O=Cc1cn(Cc2ccccc2)nc1-c1cccnc1 | 4.6 | -10.7 | -11.5 | -12.2 | 8.9 | -0.5 | 7.0 | 1.6 | -0.4
CC1=C(C(N)=O)C(c2ccc(Cl)cc2)n2nc(CCCO)nc2N1 (stereo not drawn) | 1.7 | 2.8 | 8.7 | -6.8 | -2.9 | -0.3 | -13.8 | -8.4 | 0.1
O=Cc1c[nH]c2ccc(S(=O)(=O)N3CCOCC3)cc12 | 1.8 | -0.6 | 2.6 | nt | 15.8 | 0.2 | 6.2 | -0.3 | nt
CN1C(=O)C(Cl)(Cl)C(=O)c2ccccc21 | 3.3 | -9.2 | 5.3 | -19.8 | 20.8 | -0.1 | 6.5 | 1.5 | -0.4
S=c1[nH]nc(-c2ccccn2)n1/N=C/c1ccc(-c2ccccc2Br)o1 | 3.4 | 3.1 | -3.8 | nt | nt | -0.4 | -14.6 | 9.8 | nt
O=C(OCC(=O)N1CCCC1=O)c1ccc(F)c(S(=O)(=O)N2CCOCC2)c1 | 1.5 | 1.0 | 2.6 | -2.6 | -0.8 | 0.4 | -1.4 | -11.1 | -0.2
O=C(COC(=O)c1cc(=O)c2ccccc2o1)NC1CCCCC1 | 0.5 | -5.7 | -2.7 | -4.0 | -4.8 | 0.2 | -11.0 | 9.6 | 0.2
Cc1ccc2nc(N3CCN(S(=O)(=O)c4ccc(C)c(Cl)c4)CC3)c(C#N)cc2c1 | 0.8 | -0.6 | -7.8 | 4.0 | 2.1 | -0.1 | 3.7 | 2.4 | 0.2
COc1ccccc1CN1C(=O)CN(C2CCCCCC2)C(=O)C1c1ccc(F)cc1 (stereo not drawn) | -0.7&1.3 | -1.4&-8.0 | 2.2&6.2 | -14.5 | -7.8&-6.8 | -0.9&0.3 | -12.6&-0.1 | -4.5&-6.6 | 1.0&-0.6
S=C(NCCc1ccccn1)Nc1ccccc1 | 1.9 | -3.9 | -1.1 | -16.3 | -4.4 | 0.3 | 3.7 | -2.3 | -0.8
CC(=O)Cn1c(=O)c2c(nc3n2CCCN3Cc2ccccc2)n(C)c1=O | 3.2 | -1.9 | -1.0 | 3.8 | -5.1 | -0.4 | 2.2 | -2.1 | 0.0
O=C(COc1ccccc1-c1ccccc1)N/N=C/c1cccnc1 | 3.0 | -4.6 | -0.6 | 2.9 | 3.3 | -0.1 | -13.4 | -1.3 | -0.5
COc1ccc(CN(C)CCc2ccccn2)cc1OC | -3.4 | -1.0 | -1.3 | -9.2 | 4.2 | -0.1 | 5.4 | 8.3 | 2.5
CC(Sc1ccc2ccccc2c1)C(=O)NC(N)=O (stereo not drawn) | -1.9 | -0.9 | -13.9 | -26.0 | -3.1 | -0.7 | 10.9 | 12.7 | 0.0
Cc1cccc(N(C)S(=O)(=O)c2cc3c(cc2Cl)NC(=O)CO3)c1 | 9.4 | -1.8 | 1.8 | nt | -6.3 | -0.1 | -9.4 | -3.4 | -0.6
Cn1c(SCC(=O)NC(=O)c2cccc([N+](=O)[O-])c2)nnc1-c1ccc(F)cc1 | 0.6 | 0.0 | 8.0 | 14.1 | 5.6 | -0.7 | -8.2 | 3.9 | 0.1
Cc1ccc(C)c(Cn2c(=O)n(CCCC(=O)NCCc3ccc(Cl)cc3)c(=O)c3ccccc32)c1 | 10.8 | -0.8 | nt | nt | 2.8 | 1.0 | -2.2 | 2.8 | nt
Cc1cc(C)cc(NC(=O)Cn2c(-c3ccccc3Cl)nc3ccccc32)c1 | 6.5 | 0.1 | -7.5 | -13.0 | -5.7 | 0.2 | -14.1 | -17.6 | -0.9

Part of the list above in order of count of non-hydrogen atoms, highest first.
SMILES | D1 agonist | D1 PAM | RXFP1 antag | D2 antag | D2 PAM | TRHR agonist | D1 antag | TRHR PAM | D2 agonist
Cn1c(SCC(=O)NC(=O)c2cccc([N+](=O)[O-])c2)nnc1-c1ccc(F)cc1 | 0.6 | 0.0 | 8.0 | 14.1 | 5.6 | -0.7 | -8.2 | 3.9 | 0.1
Cc1cc(C)cc(NC(=O)Cn2c(-c3ccccc3Cl)nc3ccccc32)c1 | 6.5 | 0.1 | -7.5 | -13.0 | -5.7 | 0.2 | -14.1 | -17.6 | -0.9
Cc1cccc(N(C)S(=O)(=O)c2cc3c(cc2Cl)NC(=O)CO3)c1 | 9.4 | -1.8 | 1.8 | nt | -6.3 | -0.1 | -9.4 | -3.4 | -0.6

Compound activity: PubChem, National Center for Advancing Translational Sciences (NCATS)
